Screening data as filed in PubChem BioAssay.
LYP phosphatase – PTPN22 lymphoid phosphatase activity blockers – biochemical, fluorescence intensity, uHTS (AID 1779); recombinant LYP phosphatase, fluorescence intensity; higher % means a stronger effect; inhibition, % at 11.5 µM; hits with a dose series show IC50 in µM; 290,000 compounds, 0.054% hits; in the data active = inhibition above about 50%;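 also: plate controls were vehicle with enzyme for no effect and no enzyme for full effect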
Myeloid diff 2 – myeloid differentiation induction; ER-HoxA9 myeloid progenitors, lysozyme-GFP differentiation, flow cytometry; calls only at 10 µM; 360,000 compounds, 1% hits; AID 624256;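 active = normalized GFP-positive differentiation at or above the plate's own cutoff, the solvent-only control mean plus 3 SD; inconclusive = no clear call, values can overlap the other calls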;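 also: cells exposed to compound for four days before flow analysis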
Myeloid diff 2 GFP+ MAC1+ % – second read-out of Myeloid diff 2, no call of its own (marks repeat the call); GFP+ MAC1+ double positive, %; measured here: differentiation confirmed by MAC1 staining
* = called active by the depositor; i = inactive; ? = inconclusive; · = no result given; + = active, no number. Only part of the results is shown (hit frequency here may not be typical).

Fields: Myeloid diff 2	Myeloid diff 2 GFP+ MAC1+ %	LYP phosphatase
- Cc1cc(C)cc(OCCCn2ccnc2)c1
  i	1.2	-9.6%
- COc1ccccc1CNC(=O)[C@@H]1CCCN1S(=O)(=O)c1ccccc1F
  i	0.5	-9.5%
- Cc1nonc1C1CCCN1C(=O)c1cc(COc2cccc(C(F)(F)F)c2)on1 (configuration not stated)
  i	0.0	-8.0%
- O=C(Nc1ccccc1[N+](=O)[O-])c1cc(S(=O)(=O)N2CCOCC2)cs1
  i	0.7	-6.2%
- O=C(CCC(=O)N1CCOc2ccccc21)NCCCc1ccccc1
  i	3.6	-8.3%
- CCOc1ccc(N2CC(C(=O)NCc3ccco3)CC2=O)cc1 (configuration not stated)
  i	4.3	-6.3%
- O=C(CSc1nc(-c2ccccc2)cc(=O)[nH]1)Nc1ccccc1
  i	0.8	-8.2%
- CC(C(=O)NCc1ccc(Cl)cc1)n1cccc1C(=O)c1ccccc1 (configuration not stated)
  i	1.4	-6.2%
- Cc1ccc2c(c1)C1CN(C)CCC1N2C(=O)COc1ccccc1F (configuration not stated)
  i	1.0	-8.9%
- Cc1ccc(OCc2cc(C(=O)N3CCC(Oc4cccnc4)CC3)no2)cc1C
  i	0.2	-5.6%
- O=C(c1ccc(CS(=O)Cc2ccccc2Cl)o1)N1CCN(c2ccccn2)CC1 (configuration not stated)
  ?	·	-8.3%
- O=C(Nc1nc2ccc(Br)cc2s1)c1ccco1
  i	0.5	-6.4%
- COc1ccc(CC(=O)NCC2CCCN(Cc3ccccc3OC)C2)cc1 (configuration not stated)
  i	0.5	-6.8%
- O=C(NC1CCC(=O)N(CCSc2ccccc2)CC1)OCc1ccccc1 (configuration not stated)
  i	1.5	-6.7%
- CCCCSc1nc2sc3c(c2c(=O)n1-c1ccc(C)cc1)CCN(C)C3
  i	2.7	5.7%
- O=C(CSc1nnc(-c2ccncc2)o1)Nc1ccccc1C(F)(F)F
  i	0.3	-9.8%
- COc1ccccc1OCCn1c(SCC(=O)O)nc2ccccc21
  i	1.6	-6.5%
- Cc1cc(-c2csc3ncnc(N4CCN(C)CC4)c23)cc(C)c1C
  i	1.1	-8.7%
- COc1ccc(OC)c(N(C)S(=O)(=O)c2ccc3c(c2)N(C(C)=O)CCO3)c1
  i	0.5	-8.7%
- CC(C)Oc1ccc(CNC(=O)C2CCCN(S(=O)(=O)N3CCOCC3)C2)cc1 (configuration not stated)
  i	2.5	-4.5%
- C/C(CC(=O)Nc1ccc(C)c(Cl)c1)=N\NC(=O)C1CCCCC1
  i	0.5	-3.8%
- COC(=O)c1c(NC(=O)c2ccc([N+](=O)[O-])o2)sc2c1CCN(C(C)C)C2
  ?	·	-2.9%
- COc1ccccc1CN(C)C(=O)C(c1ccccc1)c1ccccc1
  i	0.5	-7.7%
- CCOc1cc(/C=C\c2nc(O)c([N+](=O)[O-])c(=O)[nH]2)ccc1OC(C)CC (configuration not stated)
  i	0.2	2.3%
- O=C(Cn1ncc2c([nH]c3ccccc32)c1=O)Nc1ccc(F)cc1F
  i	0.7	-11.6%
- CCOc1ccccc1NC(=S)NC(=O)c1ccco1
  i	1.1	-10.0%
- Cc1cccc(N/N=C/c2ccncc2)c1
  i	0.5	-7.0%
- CCOc1ccc(N(CC(=O)NCc2cccnc2)S(=O)(=O)c2ccc(F)cc2)cc1
  i	0.4	-10.1%
- COc1ccc(NC(=O)CSc2nc3ccc(Nc4nc(N5CCOCC5)nc(N5CCOCC5)n4)cc3s2)cc1
  i	0.5	1.5%
- CN(c1ncnc(N)c1[N+](=O)[O-])C1CCCCC1
  i	0.0	2.1%
- Cc1cc(NN)nc(Cc2ccccc2)n1
  i	0.4	-6.1%
- N#CCCN(Cc1ccccc1)C(=O)c1nccnc1C(=O)O
  i	0.3	-0.3%
- CCc1nc(SCC(=O)NC2CC2)c2c(C)c(C)sc2n1
  i	0.4	-6.2%
- CCOc1cc(C(=S)N2CCCC2)ccc1OCc1ccccc1
  i	0.7	-6.1%
- CN(CC(=O)Nc1ccc2c(c1)OCO2)S(=O)(=O)c1cccs1
  i	0.1	-14.4%
- COc1ccc(C(=O)N/C(=C\c2cn(C)c3ccccc23)C(=O)N2CCN(C)CC2)cc1
  ?	·	-8.7%
- COc1ccc(C2=NOC(Cn3nc(C(=O)O)cc3-c3ccccc3)C2)cc1 (configuration not stated)
  i	1.7	-5.8%
- Cc1ccc(/C=C(\C#N)C(=O)NC(C)c2ccccc2)o1 (configuration not stated)
  i	2.2	-2.0%
- Cc1cc(NS(=O)(=O)c2c(C)c(C)cc(C)c2C)no1
  i	0.6	-8.4%
- COc1cc(/C=N/n2c(C)nc3ccccc3c2=O)cc(OC)c1O
  i	0.8	-8.0%
- Cc1ccc(OCC(=O)NCCNC(=O)c2ccncc2)cc1C
  i	0.3	-9.4%
- O=C(Nc1ccon1)c1sc2cc(Cl)ccc2c1Cl
  i	0.3	-4.7%
- C=CCn1c(SCC(=O)Nc2nncs2)nnc1-c1ccco1
  i	0.4	-9.5%
- COc1ccc(N2CCN(C(=O)Cn3ncc4c([nH]c5ccccc54)c3=O)CC2)cc1
  i	1.7	-13.2%
- CNc1ccc2c3c(cccc13)C(=O)N(C)C2=O
  +	1.0*	5.6%
- CCOC(=O)c1ccc(NC(=O)c2cccnc2)cc1
  i	1.0	-7.6%
- COc1ccc(C(=O)N/C(=C\c2ccc3c(c2)OCO3)C(=O)N2CCOCC2)cc1
  i	2.3	-2.5%
- CC(C)(C)Nc1nc(Cl)nc(NC2CCCCC2)n1
  i	0.2	-8.2%
- COc1ccc(C)cc1S(=O)(=O)N1CCCC(N2CCOCC2)C1 (configuration not stated)
  i	0.9	-3.8%
- CC(C)(O)C#Cc1ccc(C(=O)N2CCCC(CCC(=O)NCc3ccccc3F)C2)cc1 (configuration not stated)
  i	3.8	-13.9%

Continued.
Fields: Myeloid diff 2	Myeloid diff 2 GFP+ MAC1+ %	LYP phosphatase
- COc1ccc2c(c1)CC/C(=C/c1ccccn1)C2=O
  i	1.5	0.8%
- Cc1cccc(NC(=O)CSCC(=O)Nc2cc(S(=O)(=O)N3CCOCC3)ccc2N2CCCC2)c1
  i	1.4	-7.7%
- COc1ccc(Nc2nc(N)c3ccccc3n2)c(OC)c1
  i	0.3	-6.3%
- Cc1ccc(NC(=O)c2ccc(NC(=O)c3ccccc3)cc2)cc1C
  i	1.8	-13.8%
- Cc1cc(C)cc(CC2CC(=O)N(c3cc(C)ccc3C)C2=O)c1 (configuration not stated)
  i	0.5	-6.7%
- CC(C)C(=O)Nc1c2c(nn1-c1ccc(F)cc1)CS(=O)(=O)C2
  i	0.3	-5.8%
- COc1ccccc1C(=O)Nc1sc2c(c1C(N)=O)CCCC2
  i	0.5	-10.2%
- O=C(CN(C(=O)c1csnn1)c1ccccc1F)NC1CCCCC1
  i	0.7	-11.1%
- COc1ccc(C(=O)NC2CC2)cc1OC1CCN(Cc2ccc(F)cc2)CC1
  i	0.8	-5.6%
- CCc1ccc(NS(=O)(=O)c2c(C(=O)N3CCCCCC3)c(C)n(C)c2C)cc1
  i	2.5	-6.9%
- Cc1ccc2cccc(OCc3ccccc3)c2n1
  i	0.4	-11.1%
- O=C(Nc1ccc(S(=O)(=O)Nc2cnc3ccccc3n2)cc1)c1ccc(Cl)c([N+](=O)[O-])c1
  i	0.3	-4.6%
- COc1cccc(OCC(=O)O/N=C(\N)c2ccncc2)c1
  i	0.0	-7.4%
- COC1OC(COC(=O)c2ccccc2)C(OC(=O)c2ccccc2)C1OC(=O)c1ccccc1 (configuration not stated)
  i	0.7	1.1%
- O=C(NC1CCCc2ccccc21)c1cc(Cl)ccn1 (configuration not stated)
  i	0.5	-6.3%
- Cc1cccc(OCc2nnc(SC(C)C(=O)O)n2-c2ccccc2)c1 (configuration not stated)
  i	1.1	1.9%
- CCN(CC)CCSc1nc2ccccc2n1Cc1ccccc1
  i	0.6	-6.8%
- Cc1ccsc1CN(C)CC(=O)Nc1ccc([N+](=O)[O-])cc1Cl
  i	3.8	-9.4%
- CCOC(=O)C1CCCN(S(=O)(=O)c2cc(Br)cc3c2N(C(=O)CC)CC3)C1 (configuration not stated)
  i	3.2	-9.4%
- CC(C)COc1ccc(CNC(=S)Nc2ccccc2)cc1Cl
  i	0.7	-5.0%
- COc1ccc(N2CCN(C(=O)C3CCN(S(=O)(=O)c4ccc5c(c4)oc(=O)n5C)CC3)CC2)cc1
  i	0.9	-8.0%
- CCOc1ccc(NC(=O)NNC(=O)c2ccc3ccccc3c2O)cc1
  i	0.0	-3.2%
- CCNC(=O)N1CCC(n2nccc2NC(=O)CCOc2ccccc2)CC1
  i	4.9	-11.1%
- O=C(CN(C(=O)c1csnn1)c1ccccc1Cl)NCCc1ccccc1
  i	1.9	-5.7%
- O=S1(=O)[C@H]2C[C@@H]3C=C[C@@]2(CN1Cc1ccc(F)cc1)O3
  i	3.0	-16.1%
- COc1cccc(NC(=O)c2ccc3c(c2)N(C)CCS3)c1
  i	2.7	-9.2%
- Cc1cccc(-n2ncc3c2CCCC3NC(=O)CN2CCCC2=O)c1C (configuration not stated)
  i	12.5	-6.3%
- CC(C)CC(=O)Nc1nnc(SCC(=O)Nc2nccs2)s1
  i	0.0	-16.4%
- Cc1ccc2oc(C(=O)N3CCN(CCO)CC3)c(C)c2c1
  i	0.3	-4.4%
- CCOc1ccc(N2CC(C(=O)Nc3nnc(SCCOC)s3)CC2=O)cc1 (configuration not stated)
  i	1.5	-7.2%

Whole records as entered above. Values in the order: Myeloid diff 2	Myeloid diff 2 GFP+ MAC1+ %	LYP phosphatase
`CCOc1ccc(NC(=O)NNC(=O)c2ccc3ccccc3c2O)cc1` is entered as i	0.0	-3.2%
`CC(C)CC(=O)Nc1nnc(SCC(=O)Nc2nccs2)s1` is entered as i	0.0	-16.4%
`CCOc1ccc(N2CC(C(=O)Nc3nnc(SCCOC)s3)CC2=O)cc1` (configuration not stated) is entered as i	1.5	-7.2%
`Cc1ccc2oc(C(=O)N3CCN(CCO)CC3)c(C)c2c1` is entered as i	0.3	-4.4%
`O=S1(=O)[C@H]2C[C@@H]3C=C[C@@]2(CN1Cc1ccc(F)cc1)O3` is entered as i	3.0	-16.1%

Later entries.
Fields: Myeloid diff 2	Myeloid diff 2 GFP+ MAC1+ %	LYP phosphatase
- COc1ccccc1OCC(=O)NCC(c1cccs1)N1CCOCC1 (configuration not stated)
  i	2.1	-6.3%
- CC(=O)NCCNC(=O)c1ccc(Cn2c(=O)[nH]c3ccsc3c2=O)cc1
  i	0.6	3.0%
- Cc1cc(N)nc(SCC(=O)N2C(C)CCCC2C)n1 (configuration not stated)
  i	0.7	-9.0%
- COc1ccc(NC(=O)C2CCCN2C(=O)NC2CCCCC2)c(OC)c1 (configuration not stated)
  i	1.6	-5.0%
- COc1ccc(CN2CCN(C(C)C(=O)N(C)Cc3cccc(F)c3)CC2)cc1OC (configuration not stated)
  i	0.1	-6.0%
- O=C(CCN1C(=O)C2CC=CCC2C1=O)Nc1nccs1 (configuration not stated)
  i	0.7	-13.9%
- CCC(Oc1cc(Cl)ccc1Cl)C(=O)N1CCCN(C)CC1 (configuration not stated)
  i	3.6	-6.5%
- CCCOc1ccc(NC(=O)CC2C(=O)N(c3ccc(OCC)cc3)C(=S)N2C2CC2)cc1 (configuration not stated)
  i	0.8	-6.4%
- COc1ccc(NC(=O)c2cc(-c3cccs3)on2)c(OC)c1
  i	3.6	-2.1%
- COc1ccccc1N(CC(=O)NCCc1ccccc1)C(=O)CCC(=O)Nc1nccs1
  i	1.3	-2.1%
- O=C(O)Cn1c(=O)c(-c2ccccc2)nc2ccccc21
  i	0.2	-5.7%
- CN1CCN(C(=O)/C=C/c2ccc(Cl)c(Cl)c2)CC1
  i	1.0	-14.9%
- COc1ccccc1CNC(=O)N1CCN(c2ccccc2Cl)CC1
  i	4.7	-9.3%
- COc1ccc(CC(=O)NC2CCCCCC2)c(OC)c1
  i	0.7	-5.6%
- CN(C)c1ccc(Nc2nc(N)c3ccccc3n2)cc1
  ?	·	-6.6%
- COC(=O)C1=C(C)N(CC2CC2)C(=NCc2cc(OC)c(OC)c(OC)c2)N[C@H]1c1ccccc1
  i	0.5	-8.6%
- COCC(C)NC(=O)Cn1c(SCc2ccccc2)nc2ccccc21 (configuration not stated)
  i	0.2	-10.7%
- CCN(CC)CCCNC(=O)c1cc(Nc2ccc(OC)cc2)nc2ccccc12
  i	0.4	-7.0%
- CC(C)C[C@@H](COc1ccccc1)N1CCN(CC(C)C)CCC1=O
  i	1.1	-10.3%
- O=C(NC1CCCC1)C(c1ccccc1)N(C(=O)c1csnn1)C1CCCC1 (configuration not stated)
  i	1.2	3.2%
- C/C(=N\NC(=O)c1cc2ccccc2cc1O)c1ccccn1
  ?	·	-2.2%
- Cc1nc2sccn2c(=O)c1S(=O)(=O)N1CCN(c2ccccc2)CC1
  i	1.9	-8.9%
- CC(=O)O[C@]1(C(C)=O)CCC2C3C=C(C)C4=CC(=O)CC[C@]4(C)C3CC[C@@]21C (some centres not stated)
  i	0.4	-2.8%
- COc1ccc(C(CNc2nc(-c3cccnc3)nc3ccccc23)N(C)C)cc1 (configuration not stated)
  i	1.1	-9.7%
- Cc1cc(C)c(S(=O)(=O)N2CCOC2CNC(=O)C(=O)NCCCN2CCCC2=O)c(C)c1 (configuration not stated)
  i	2.5	-6.2%
- COc1cc(/C=N/n2c(C3CCCCC3)n[nH]c2=S)cc(Br)c1O
  i	0.5	2.2%
